Source: PubChem BioAssay (The Scripps Research Institute Molecular Screening Center)
GSTO1 inh = GSTO1 inhibition, counter-screen for RBBP9 inhibitors; P78417; recombinant GSTO1, activity-based probe fluorescence polarization; inhibition, % at 5.96 µM; 1.1% of 300,000 active;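 active = inhibition above the campaign mean inhibition plus 3 SD, cut at about 35% in these data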;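 note: 0% = GSTO1-1 with DMSO and 100% = wells lacking GSTO1-1 enzyme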
Target sequence (P78417 whole entry, looked up): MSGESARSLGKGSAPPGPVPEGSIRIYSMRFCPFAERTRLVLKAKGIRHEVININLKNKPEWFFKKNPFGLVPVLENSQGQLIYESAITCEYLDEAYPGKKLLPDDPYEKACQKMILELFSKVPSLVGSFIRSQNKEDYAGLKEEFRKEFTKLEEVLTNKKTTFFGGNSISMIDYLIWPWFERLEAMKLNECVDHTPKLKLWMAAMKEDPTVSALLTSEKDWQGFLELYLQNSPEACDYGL
EBNA-1 inh = blocks EBNA-1 binding to DNA. EBNA-1 DNA binding, fluorescence polarization. inhibition, % at 14.8 µM. 0.34% of 300,000 active. AID 1950; in the data active = inhibition above about 28%
ZTA counter = ZTA (EBV) inhibition in EBNA-1 counter-screen | ZTA-DNA binding, fluorescence polarization | 0.15% of 320,000 active | inhibition, % at 11 µM | P03206 | AID 2234; in the data active = inhibition above about 33%
Target sequence (P03206 whole entry, looked up): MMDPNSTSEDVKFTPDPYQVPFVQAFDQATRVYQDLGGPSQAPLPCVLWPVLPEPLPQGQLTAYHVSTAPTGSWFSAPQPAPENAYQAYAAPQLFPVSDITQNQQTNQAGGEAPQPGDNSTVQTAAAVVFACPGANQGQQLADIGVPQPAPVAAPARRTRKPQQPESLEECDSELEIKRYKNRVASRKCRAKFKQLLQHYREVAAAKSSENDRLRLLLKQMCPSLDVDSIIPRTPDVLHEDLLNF
PAFAH1B3 inh = inhibitors of human PAFAH1B3. 0.28% of 340,000 active. recombinant PAFAH1B3, FP-rhodamine probe, fluorescence polarization. inhibition, % at 3.39 µM. AID 492972;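 active = inhibition above the screen-wide average of all tested compounds plus 3 SD, cut at about 25% in these data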;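 note: 0% = enzyme with DMSO only and 100% = wells lacking PAFAH1B3 protein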
PAD4 FP inh = inhibitors of human PAD4 | inhibition, % at 6.36 µM | recombinant PAD4, RCA probe fluorescence polarization | Q9UM07 | 0.41% of 330,000 active;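 active = percent inhibition above a cutoff equal to the mean of all tested compounds plus 3 SD, cut at about 15% in these data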;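 note: 0% = PAD4 with RCA probe and DMSO and 100% = probe without PAD4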
LYPLA2 counter = counter-screen for PME1 inhibitors: inhibitors of human LYPLA2. O95372. recombinant LYPLA2, FP-Rh probe fluorescence polarization. inhibition, % at 5.9 µM. 0.38% of 320,000 active. AID 2177;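 active = inhibition above the screen-wide mean plus 3 SD, limit set per campaign, cut at about 26% in these data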;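 note: 0% = LYPLA2 with DMSO and 100% = wells lacking LYPLA2 enzyme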
Target sequence (O95372 whole entry, looked up): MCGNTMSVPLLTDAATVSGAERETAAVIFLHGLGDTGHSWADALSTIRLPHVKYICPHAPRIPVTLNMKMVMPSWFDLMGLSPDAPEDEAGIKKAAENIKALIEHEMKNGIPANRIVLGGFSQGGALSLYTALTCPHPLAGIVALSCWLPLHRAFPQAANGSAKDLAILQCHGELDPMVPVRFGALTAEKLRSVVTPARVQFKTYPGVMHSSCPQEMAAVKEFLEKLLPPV
LYPLA1 inh = LYPLA1 (human) inhibition in PME1 counter-screen; recombinant LYPLA1, FP-Rh probe fluorescence polarization; O75608; 0.16% of 320,000 active; inhibition, % at 5.9 µM;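 active = inhibition above the mean of all tested compounds plus 3 SD, set per campaign, cut at about 14% in these data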;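 note: inhibitors block serine hydrolase probe labeling of LYPLA1 so polarization falls; 0% = enzyme with DMSO and 100% = wells lacking LYPLA1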
Target sequence (O75608 whole entry, looked up): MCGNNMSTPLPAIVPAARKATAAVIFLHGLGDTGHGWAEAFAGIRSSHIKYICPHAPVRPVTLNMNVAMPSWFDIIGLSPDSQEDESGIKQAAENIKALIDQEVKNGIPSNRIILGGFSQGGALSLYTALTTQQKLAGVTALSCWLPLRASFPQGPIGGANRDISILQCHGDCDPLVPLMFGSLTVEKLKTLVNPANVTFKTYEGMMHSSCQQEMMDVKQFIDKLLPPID
PREPL inhibitor = human PREPL enzyme inhibition; 0.68% of 320,000 active; recombinant PREPL, fluorescence polarization activity-based probe; AID 2751; inhibition, % at 5.96 µM; Q4J6C6; in the data active = inhibition above about 43%;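 note: 0% = enzyme with DMSO and 100% = wells lacking enzyme; many of its hits are not listed in these tables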
PAFAH2 FP inh = PAFAH2 (human) inhibition; Q99487; recombinant PAFAH2, FP-rhodamine activity probe, fluorescence polarization; inhibition, % at 3.39 µM; 0.99% of 340,000 active; AID 492956;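 active = inhibition above the mean over all tested compounds plus 3 SD, cut at about 30% in these data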;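 note: inhibitors block probe labeling of enzyme so polarization drops; 0% = enzyme with DMSO and 100% = wells lacking PAFAH2 protein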
* marks the source's active call; other numbers are inactive results; x = not tested or not shown. Not all compounds are listed, so the mix of outcomes need not match the whole.

SMILES	GSTO1 inh	EBNA-1 inh	ZTA counter	PAFAH1B3 inh	PAD4 FP inh	LYPLA2 counter	LYPLA1 inh	PREPL inhibitor	PAFAH2 FP inh
Cc1c(NC(=O)C(C)Sc2ncnc3ccccc23)c(=O)n(-c2ccccc2)n1C (configuration not stated)	-7	2	11	4	0	2	-1	8	0
COc1ccc(C(=O)CSc2cc(C)[nH]c(=O)n2)cc1	7	-3	1	8	-3	0	0	14	8
CCN(CC)S(=O)(=O)c1ccc(-n2cnc3cc(C)c(C)cc32)nc1	-4	-1	3	1	-2	-7	-1	0	-5
CC1=CC(c2ccc(Cl)cc2)n2nc(NC(=O)CCCC(=O)O)nc2N1 (configuration not stated)	-2	-1	3	2	3	-2	-3	0	4
CC(=O)Oc1ccc(N2C(=O)C3C4C=CC(O4)C3C2=O)cc1 (configuration not stated)	-6	8	8	-4	0	1	-4	-2	2
COc1cc(CNc2ccc3[nH]c(=O)[nH]c3c2)ccc1OCc1ccc(F)cc1	-3	5	-32	6	-2	0	4	31	-4
COC(=O)CSc1nnc(-c2ccccc2OC)n1-c1ccc(C)cc1	1	3	1	-4	-1	-2	-7	3	-7
CC(NC(=O)CN1CCOCC1)c1ccc(F)cc1 (configuration not stated)	-3	5	7	-1	-2	-1	-1	-9	0
Cc1nonc1CC(=O)N1CCc2c([nH]c3ccccc23)C1c1ccccc1F (configuration not stated)	-6	0	12	0	-6	-4	-3	-2	-3
CCOc1ccc(Cn2c(=O)oc3ccc(C)cc32)cc1OC	-3	12	0	1	1	1	-1	3	0
CCOC(=O)C1CCN(C(=O)c2ccc(N(C)S(=O)(=O)c3ccc(OC)cc3)cc2)CC1	4	-4	-8	3	-3	-7	0	-2	6
COC(=O)COc1cc(Br)c(/C=C2/SC(=O)N(CC(=O)N3CCCC3)C2=O)cc1OC	-5	-14	-12	2	0	-1	3	-10	-19
Cn1c(SCC2CCCO2)nnc1-c1cccc([N+](=O)[O-])c1 (configuration not stated)	-3	-5	4	1	-7	-7	1	17	-10
O=C(NCc1cccnc1)c1ccc(NC(=O)c2ccc(Br)cc2)cc1	1	6	22	4	-6	-6	-5	5	-4
Cc1coc2cc3oc(=O)cc(C)c3cc12	-1	-6	2	-3	0	5	5	7	7
O=C(/C=C/c1ccc(O)c(O)c1)OCCc1ccccc1	17	-5	-8	11	-2	-10	-5	3	-4
O=C(NC1CCCCCC1)c1ccc(Br)o1	-3	3	8	-3	-3	4	-1	6	-1
O=C(COc1ccc2ccccc2c1)Nc1ccc2c3c(cccc13)CC2	0	24	8	1	-4	1	0	7	-18
Cc1c(NC(=O)C(C)N2CC(C)OC(C)C2)c(=O)n(-c2ccccc2)n1C (configuration not stated)	-6	19	15	1	-1	-3	-1	2	5
NC(=O)C1(N2CCCCC2)CCN(CC(=O)Nc2cc(Cl)ccc2Cl)CC1	7	3	2	6	2	3	1	4	12
Cc1ccc(S(=O)(=O)NCCC(=O)Nc2cccc(Cl)c2)cc1	0	5	-12	7	-4	5	3	-33	-5
C#CCOCCOCCOCCNc1nc(N2CCN(C(=O)[C@H]([C@@H](C)CC)n3cc([C@@H](N)CC(C)C)nn3)CC2)nc(N2CCN(C(=O)[C@H](CCCCN)n3cc([C@@H](N)CO)nn3)CC2)n1	9	6	-17	5	5	2	3	4	3
O=C1CSC(c2ccccc2F)N1c1cc(Cl)ccc1O (configuration not stated)	-4	-6	1	2	-5	-1	5	4	10
C=CC[C@@H](CC(=O)N[C@@H](CO)Cc1ccccc1)C(=O)N[C@H](COC(=O)[C@H](CC=C)CC(=O)OC(C)(C)C)Cc1c[nH]c2ccccc12	x	x	x	8	1	x	x	18	0
Nc1nc(-c2ccc(NC(=O)c3ccco3)cc2)cs1	6	5	-23	8	1	-4	-2	-3	11
COc1ccc(CNC(=O)c2ccc3c(c2)N(C)CCS3)cc1	10	2	7	-4	3	1	0	15	-4
Cc1ccc(S(=O)(=O)N2CCC(C(=O)C3C(=O)CC(C)(C)CC3=O)CC2)cc1	-1	-11	-1	3	-3	-6	0	-2	-7
Cc1ccc(S(=O)(=O)N(C)C)cc1NC(=O)c1cc(-c2ccncc2)nc2ccccc12	x	x	x	-2	-3	x	x	5	0
Cc1cccc(CCNC(=O)CCNS(=O)(=O)c2cc(Br)cnc2N)c1	4	5	12	4	-4	3	-1	-5	-2
CCOc1cc(/C=N/NC(=O)c2ccc3c(c2)OCCO3)cc(Br)c1O	-1	6	16	-5	-2	-2	-1	0	0

Grouped by structure, the compounds so far with an aryl thioether with sulfur outside any ring (4)
SMILES	GSTO1 inh	EBNA-1 inh	ZTA counter	PAFAH1B3 inh	PAD4 FP inh	LYPLA2 counter	LYPLA1 inh	PREPL inhibitor	PAFAH2 FP inh
Cc1c(NC(=O)C(C)Sc2ncnc3ccccc23)c(=O)n(-c2ccccc2)n1C (configuration not stated)	-7	2	11	4	0	2	-1	8	0
COc1ccc(C(=O)CSc2cc(C)[nH]c(=O)n2)cc1	7	-3	1	8	-3	0	0	14	8
COC(=O)CSc1nnc(-c2ccccc2OC)n1-c1ccc(C)cc1	1	3	1	-4	-1	-2	-7	3	-7
Cn1c(SCC2CCCO2)nnc1-c1cccc([N+](=O)[O-])c1 (configuration not stated)	-3	-5	4	1	-7	-7	1	17	-10

Next records.
SMILES	GSTO1 inh	EBNA-1 inh	ZTA counter	PAFAH1B3 inh	PAD4 FP inh	LYPLA2 counter	LYPLA1 inh	PREPL inhibitor	PAFAH2 FP inh
Cc1ccn(CC(=O)NC2CCCN(Cc3ccc(CC(C)C)cc3)C2)n1 (configuration not stated)	0	7	-8	-2	3	-3	-4	3	1
C[C@]1(CO)CCC[C@@]2(C)C1CC[C@@H](CO)[C@@H]2CCc1ccoc1 (some centres not stated)	0	7	5	10	-2	-1	-1	5	2
CC1CCCCN1C(=O)CSc1nc2ccccc2[nH]1 (configuration not stated)	-3	1	2	0	7	2	1	7	2
O=C1CCCc2oc3ccc(NS(=O)(=O)c4cccc5cccnc45)cc3c21	-5	1	-5	10	4	4	0	2	4
CC(=O)N1CCc2cc(N=NC3=C(O)CC(C)(C)CC3=O)ccc21	-2	2	11	-4	1	3	5	-4	-1
COc1ccc(C2=NS(=O)(=O)N(C)C(C(=O)N3CCC(C)CC3)=C2)cc1	7	-1	3	17	2	-2	-2	6	6
O=C(CCCOc1ccccc1)N1CCN(c2ccccn2)CC1	5	1	5	3	-4	7	6	-6	-1
Cc1ccc(C)c(NC(=O)Cn2nnc(C(=O)Nc3c(C)cccc3C)c2N)c1	2	4	-7	9	3	-5	-4	-2	-1
COc1ccc2c(c1)c(C(C)=O)c(C)n2CCc1ccccc1	-2	-5	9	2	-9	-4	3	11	-4
CCOc1cc(-c2nc(C)c(C(C)=O)n2O)ccc1OCC(=O)Nc1cccc(C)c1	3	3	-2	8	0	-3	-3	10	0
O=C(Nc1ccc(C(F)(F)F)cn1)Nc1cccs1	-4	1	1	-3	4	-1	0	-13	1
C/C(=N\NC(=O)CCc1ccc(S(=O)(=O)N2CCOCC2)cc1)c1ccc(OC(F)F)cc1	-7	-12	3	5	-1	5	-5	15	-1
COCc1c(C(=O)N/N=C/c2ccncc2)nnn1-c1nonc1N	4	-10	-5	-1	-4	-5	0	4	2
O=C(c1cccc(C(F)(F)F)c1)c1c[nH]c(C(=O)NCC2CCCO2)c1 (configuration not stated)	-1	-13	-10	4	-5	2	-3	7	-2
Nc1ccn(-c2ccc(Cl)cc2)c(=O)c1	5	3	5	-2	3	-1	-4	6	0
CC(=O)OCCNc1nc(-c2ccccc2)nc2ccccc12	1	-7	-19	1	-1	-2	-6	-2	-1
Cc1cn(S(=O)(=O)c2ccc(Br)c3ccccc23)cn1	2	-3	-11	x	-2	-7	0	0	x
O=c1[nH]cnc2c1nc(NCc1ccccc1)n2C1O[C@@H](CO)[C@H](O)[C@@H]1O (some centres not stated)	-4	-3	-1	4	-4	4	2	-20	-6
Cc1ccc(S(=O)(=O)C2(S(=O)(=O)c3ccc(C)cc3)CC2)cc1	10	2	-4	0	4	1	-2	10	5
CCn1c(SCC(=O)C(C)(C)C)nnc1-c1cccnc1	-2	13	16	8	0	-5	-2	5	-8
Cc1nnc(SCC(=O)Nc2ccccc2)n(N)c1=O	-19	-2	-4	2	2	5	-2	5	2
CCC(=O)n1nc(NCc2ccccc2OC)nc1NCc1ccccc1OC	-3	-2	4	5	-2	1	-2	8	0
CC(C)C(C)NC(=O)CN1C(=O)NC2(CCc3ccccc32)C1=O (configuration not stated)	0	5	9	-2	2	-3	-2	-4	-4
CCc1nccn1-c1cc(C(C)(C)C)nc2c(-c3ccc(Cl)cc3)cnn12	-1	-7	16	9	-6	-6	-6	-1	-1
C/C(=N\NC(=O)c1cc(-c2cccc([N+](=O)[O-])c2)n[nH]1)c1ccc(F)cc1	5	15	20	x	3	0	1	10	x
CCn1c(SCC(=O)NCc2ccccc2)nc2ccccc2c1=O	0	5	11	5	-3	2	-3	-1	-1
COC(=O)[C@H](C)NC(=O)Nc1cccc(C(F)(F)F)c1	-3	3	17	7	3	20	5	1	0
COC(=O)C1=C(C)NC(C)=C(C(=O)OC)C1C(=O)OCc1nnc(-c2ccccc2)o1	6	6	6	10	-3	-3	1	-4	5
CC(C)=CCN1CCN(Cc2nc(-c3ccccc3)cs2)CC1CCO (configuration not stated)	5	6	4	0	-2	-1	-3	25	6
Cn1nc(C(F)(F)F)c(-c2ccc(Br)cc2)c1NC(=O)c1ccco1	1	-3	-17	7	-1	0	-3	10	2
Nc1nc(-c2ccccc2)c(-c2ccccc2)n1N	-2	-5	-8	-9	0	-8	-3	14	3
CC(CNC(=O)c1ccc(NC2=NC3CS(=O)(=O)CC3S2)cc1)c1ccccc1 (configuration not stated)	6	-8	5	-3	-1	3	-3	3	-6
Cc1cc(C(C)C)n2c(nc3ccccc32)c1C#N	3	7	14	x	-1	-2	-3	12	x
C[C@@]12CCC[C@@](C)(C(=O)O)C1CC[C@@]13C[C@@H](NCc4ccccc4)[C@@](C)(CCC12)C3 (some centres not stated)	x	x	-8	6	1	-3	0	-20	-4
Cc1ccccc1C(=O)NCC(c1ccco1)N1CCc2ccccc21 (configuration not stated)	4	-4	-17	9	-2	-4	-4	3	-3
O=C(O)C1C2C=CC(C2)C1C(=O)Nc1cccc(C(=O)N2CCCCC2)c1 (configuration not stated)	-1	1	9	3	-1	-2	2	-2	5
COc1ccccc1C/C(N)=N/OC(=O)c1cccs1	5	2	1	4	-3	-3	-5	1	81*
O=C(CSc1ccc2nnc(-c3ccccc3)n2n1)NCC1CCCO1 (configuration not stated)	2	-6	13	9	4	4	1	-7	-4
COc1ccc(C(=O)Nc2ccncc2)c(OC)c1	8	4	0	2	-7	-3	-4	2	1
O=C(NC1CCCCC1)c1ccccc1NC(=O)C1CC(=O)N(c2ccc(Cl)cc2)C1 (configuration not stated)	1	14	0	7	2	-4	3	-5	4
O=C(CC1NCCNC1=O)Nc1ccc2c(c1)OCO2 (configuration not stated)	-9	4	4	11	0	4	0	1	-1
CC(C)(C)c1nc(C(C)(C)C)c(Br)c(=O)[nH]1	2	0	5	9	2	5	-1	1	-4
CCCCC1CCC(C(=O)Nc2ccc(N3CCOCC3)cc2N2CCOCC2)CC1 (configuration not stated)	x	x	1	4	2	-3	-1	0	-2
CC1CN/C(=C\C(=O)c2ccc(Cl)cc2)C(=O)N1 (configuration not stated)	-1	1	4	3	2	1	-1	0	11
Cc1ccc(S(=O)(=O)N2CCOCC2)cc1C(=O)OC(C)C(=O)c1ccccc1 (configuration not stated)	10	7	3	6	-2	14	0	3	-6
CCSc1nnc(NC(=O)CCN2C(=O)C3CCCCC3C2=O)s1 (configuration not stated)	x	x	0	6	-2	-4	1	2	2
COc1cccc(NC(=O)[C@@H]2CCCN2C(=O)C2CCN(S(=O)(=O)c3ccc(C)cc3)CC2)c1	-8	-1	6	-4	1	4	1	-2	3
